Assay outcomes from PubChem.
Abeta yeast res: compounds reversing amyloid beta toxicity in yeast. yeast expressing A-beta42, growth rescue, OD600, 48 h; response scale: 0% DMSO, 100% iron-clioquinol control. hit rate 0.063% among 410,000. Potency, µM (doses to about 46.1 µM), without a hit: top-dose growth rescue, most hits filed as activators; note: potency is the fitted concentration of half-maximal effect; nearly all actives have a fitted effect of over 55% in size
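Yeast growth medium received pinned compounds, then yeast cells expressing toxic A-beta were added; plates incubated at 30 C for 48 hr. Growth read as absorbance at 600 nm, normalized to DMSO and equimolar FeCl3 plus clioquinol controls.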
Mm-Cpn inhibitor: M. maripaludis TRiC chaperonin inhibition; Potency, µM (series often up to 76.9 µM), for inactives: top-dose activity, negative = inhibition, hits mostly inhibitors; AID 504842; purified Mm-Cpn ATPase, ADP Transcreener TR-FRET; hit rate 0.031% among 330,000; note: potency is the fitted concentration of half-maximal effect; % is set by controls: 0 for no effect and ±100 for the full control effect; nearly all actives have a fitted effect of over 80% in size
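Eu-cryptate anti-ADP/ADP-d2 competition gives a ratio inversely related to ADP. Enzyme at 25 nM was pre-exposed to compound for 10 min, then given 10 uM ATP for 30 min, 37°C throughout.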
Akt phos inh: Akt phosphorylation inhibition; Neuro2A IGF-stimulated pAkt S473 HTRF, 20 min; hits give low values; activity change, % for hits at 50 µM; hit rate 0.32% among 360,000; in the data active = activity change below about -80%; inconclusive = mostly about -51% to -80%; note: % is set by controls: 0 for no effect and ±100 for the full control effect
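Neuro2A cells in DMEM with 0.5% FBS, overnight at 37 deg C, given compound at single 50 µM final, then IGF (6 nM final) for 20 min at 37 deg C. Lysed; phospho-Akt Ser473 by HTRF after 24 h, 665/615 ratio.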
aSyn rescue: rescues yeast growth from alpha-synuclein toxicity. Potency, µM (doses to about 46.1 µM), for the others: at the highest dose growth rescue (activation), actives largely listed as activators. Yeast expressing alpha-synuclein, growth rescue, BacTiter-Glo, 24 h. hit rate 0.14% among 370,000; note: potency is the fitted concentration of half-maximal effect; % of control where 0% means no effect; nearly all actives have a fitted effect of over 65% in size
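Readout is rescue of growth in alpha-synuclein-expressing yeast, so inhibitors of toxicity appear as activators. Growth after 24 hr at 30 deg C in galactose medium is quantified by luminescence.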
GLP1R cytotox: cytotoxicity in counter-screen for GLP-1R inverse agonists; HEK293 cAMP-luciferase reporter cells, luminescence, 24 h; Potency, µM (top dose mostly 38.3 µM), for the others: at the highest dose activity change, negative = inhibition, most hits filed as inhibitors; AID 624418; hit rate 0.13% among 410,000;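 note: loss of luciferase light is scored as toxicity; potency is the fitted concentration of half-maximal effect; % is set by controls: 0 for no effect and ±100 for the full control effect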
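1536-well qHTS counterscreen of the MLSMR; 200 cells/uL, 12 h pre-incubation, 23 nL cpd, 24 h at 37 deg C 5% CO2, luciferase detection reagent, 12 min RT, luminescence. Inhibition = undesired.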
FUS yeast rescue: FUS proteinopathy suppression in yeast | hit rate 0.24% among 390,000 | Potency, µM (doses to about 76.6 µM), without a hit: at the top dose growth rescue (activation), most hits filed as activators | AID 1347120 | S. cerevisiae FUS-expressing, growth rescue, OD600, 24 h;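 note: potency is the fitted concentration of half-maximal effect; plate controls were DMSO vehicle for no effect and reference control for full effect; nearly all actives have a fitted effect of over 55% in size; some results filed as inactive show a strong effect at the top dose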
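Yeast FUS proteinopathy model; galactose-induced FUS (2%), starting OD 0.005. Cpds in dilution series, 24hr, 30C, 99% humidity. Abs 600 nm growth. Pos ctrl CP55940 (top 92uM final); neg ctrl DMSO.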
PTHR1 agonist: agonists of human PTHR1 parathyroid hormone receptor. AID 743266. hit rate 0.075% among 410,000. Potency, µM (doses to about 115 µM), for the others: at the highest dose activation, hits mostly activators. Q03431. HEK293 GP2 PTHR1 cells, GloSensor cAMP luminescence, 1 h; note: potency is the fitted concentration of half-maximal effect; nearly all actives have a fitted effect of over 55% in size; some results filed as inactive show a strong effect at the top dose; inactives centre near -15; many of its hits are not listed in these tables
Target sequence (Q03431 whole entry, looked up): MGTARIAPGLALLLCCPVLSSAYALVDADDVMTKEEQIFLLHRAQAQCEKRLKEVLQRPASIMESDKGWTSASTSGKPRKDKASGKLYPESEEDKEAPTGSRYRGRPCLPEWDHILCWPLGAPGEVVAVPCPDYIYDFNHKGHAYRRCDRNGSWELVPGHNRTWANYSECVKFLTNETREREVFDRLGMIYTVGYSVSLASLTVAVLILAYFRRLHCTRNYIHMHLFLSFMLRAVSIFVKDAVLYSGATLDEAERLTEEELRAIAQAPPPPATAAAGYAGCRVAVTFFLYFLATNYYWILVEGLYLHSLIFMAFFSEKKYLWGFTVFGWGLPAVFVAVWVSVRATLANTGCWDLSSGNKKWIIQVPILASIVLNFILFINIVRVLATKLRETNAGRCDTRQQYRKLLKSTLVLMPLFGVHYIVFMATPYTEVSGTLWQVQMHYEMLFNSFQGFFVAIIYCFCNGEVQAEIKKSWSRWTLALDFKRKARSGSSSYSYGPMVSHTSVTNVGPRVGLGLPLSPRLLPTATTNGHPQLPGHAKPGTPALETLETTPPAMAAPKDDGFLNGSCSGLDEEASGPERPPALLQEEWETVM
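HEK-293-derived GP2 cells expressing PTHR1 and a GloSensor cAMP reporter, 3,000/well, plated overnight, given luciferin plus IBMX (each 0.5 mM as added) for 1 h at 37 °C, then compound for 1 h at 37 °C. Luminescence was read after 15 min at room temperature.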
GLP-1R inv ag: acts as inverse agonist at human GLP-1 receptor. hit rate 1.6% among 410,000. P43220. HEK293 GLP-1R CRE-luciferase, luminescence, 24 h; GLP-1R form is constitutively active. Potency, µM (titrated, usually from 38.3 µM), without a hit: at the highest dose activity change, negative = inhibition, most hits filed as inhibitors; note: potency is the fitted concentration of half-maximal effect; % is set by controls: 0 for no effect and ±100 for the full control effect; nearly all actives have a fitted effect of over 55% in size
Target sequence (P43220 whole entry, looked up): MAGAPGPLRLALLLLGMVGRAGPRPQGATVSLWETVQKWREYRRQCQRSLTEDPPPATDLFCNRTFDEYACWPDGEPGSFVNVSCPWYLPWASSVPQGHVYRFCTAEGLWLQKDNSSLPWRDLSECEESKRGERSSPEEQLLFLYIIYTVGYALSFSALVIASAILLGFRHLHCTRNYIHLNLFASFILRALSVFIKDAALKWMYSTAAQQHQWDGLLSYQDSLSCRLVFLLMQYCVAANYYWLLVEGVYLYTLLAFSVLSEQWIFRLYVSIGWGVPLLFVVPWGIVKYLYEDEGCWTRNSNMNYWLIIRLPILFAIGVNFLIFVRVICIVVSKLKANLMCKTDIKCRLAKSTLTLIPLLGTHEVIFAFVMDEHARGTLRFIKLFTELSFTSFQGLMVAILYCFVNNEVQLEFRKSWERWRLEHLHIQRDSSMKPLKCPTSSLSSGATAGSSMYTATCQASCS
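qHTS in 1536-well format: reporter HEK293 cells expressing constitutive GLP-1R activity in DMEM + 10% Nu serum, 24 hr with compounds at 37 deg C, luminescence read after 12 min with detection reagent.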
TDP-43 yeast inh: inhibitors of TDP-43 toxicity in yeast | AID 652104 | Potency, µM (top dose mostly 46.1 µM), for inactives: at the top dose growth rescue (activation), hits mostly activators | hit rate 1.8% among 410,000 | TDP-43 expressing yeast growth rescue, BacTiter-Glo, 24 h; note: potency is the fitted concentration of half-maximal effect; % of control where 0% means no effect; nearly all actives have a fitted effect of over 50% in size
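Galactose-induced TDP-43 yeast, OD600=0.02, compound pinned; 24 hr, 30 deg C; BacTiter-Glo luminescence for growth. Inhibitors of TDP-43 toxicity read as activators.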
* = called active by the depositor; i = inactive; ? = inconclusive; / = no result given; [ ] = remark or other dose. Unless noted, calls come from the whole dose curve; as a rule, active = well fitted curve in the direction sought with a large enough effect; inconclusive = small, poorly fitted or top-dose-only effect, or another doubt; inactive = no such curve, though single readings can be large; an effect the other way counts as inactive or inconclusive. Not all compounds are listed; rates above refer to the full screens.

SMILES	Abeta yeast res	Mm-Cpn inhibitor	Akt phos inh	aSyn rescue	GLP1R cytotox	FUS yeast rescue	PTHR1 agonist	GLP-1R inv ag	TDP-43 yeast inh
CC12CN3CC(C)(CN(C1)C3c1cc3ccccc3[nH]1)C2=O (stereo unspecified)	5%	-2%	i	-13%	0%	4%	i	7%	-15%
CN1CCN(c2ccc(Cl)cc2NC(=O)/C=C/c2cccc(F)c2)CC1	7%	1%	i	9%	-28%	0%	-4%	?	-6%[1.82 µM]
COc1ccc(Cl)cc1NC(=O)Cc1coc2c(C)c(C)ccc12	23%	/	/	/	2%	-9%	-10%	?	0%
CCOc1ccc(OCC)c(S(=O)(=O)NCc2cccnc2)c1	-9%	-3%	/	-13%	6%	?	7%[57.5 µM]	-1%	-10%
COc1cccc(-n2nnnc2SCC(=O)Nc2ccc(OC)cc2OC)c1	11%	-1%	i	8%	-8%	15%	-11%	20%	6%
CCOc1ccc(-n2cc(C(=O)NC(C)C)c3cc(OC)c(OC)cc3c2=O)cc1	3%	2%	i	-1%	-5%	17%	-9%[57.5 µM]	3%	11%
COc1ccc(/C=N/NC(=O)c2c(C)nc3ccc(Br)cn23)cc1OC	11%	-3%	i	-5%	?	9%	i	-1%	-9%
CCc1ccccc1NNC(=O)c1snnc1C	4%	2%	i	0%	?	-3%	i	10µM*	13%
CC1=NN(C(N)=S)C(=O)C1N=Nc1ccc(O)cc1 (stereo unspecified)	-9%	-4%	i	-1%	-10%	6%	-64%	?	-1%
Cc1sc(N/N=C/C=C/c2ccccc2)nc1-c1ccccc1	-6%	1%	i	-4%	2%	9%	-48%[inhibitor]	?	?
COc1ccc(CCNC(=O)c2noc(C)c2[N+](=O)[O-])cc1OC	-13%	2%	i	-1%	4%	0%	-19%	16%	17%
O=C(NC(=S)N1CCCC1)c1ccccc1	-6%	0%	i	-4%	?	4%	-40%[inhibitor]	-31%	-31%[inhibitor]
Cc1cc(C)nc(-n2nc(C)cc2NC(=O)C(C)C)n1	-6%	2%	i	2%	-8%	9%	i	-9%	10%
COc1cc(CN(C)CCc2ccccc2)ccc1OCc1ccccc1	10%	-4%	i	-3%	-20%	9%	i	?	-12%
CC(C)C[C@H]1CN=C(Nc2ccccc2)N1CC(C)C	-21%	?	i	6%	-21%	-24%	i	-28%	5%
C=CCSc1nnc(-c2cc(Br)ccc2N)c(=O)[nH]1	-8%	-2%	i	-8%	2%	2%	i	-1%	13%
COc1ccc(S(=O)(=O)N2CCOCC2)cc1NC(=O)COC(=O)C1CC1C (stereo unspecified)	-9%	-2%	i	-8%	5%	-1%	-2%	7%	9%
Cn1c(=O)c2c(SCc3ccccc3)nc(C3CC3)nc2n(C)c1=O	-2%	1%	i	0%	1%	8%	-6%	18%	-12%
COc1ccc(CCNc2ncnc3c2nnn3C)cc1	-8%	/	/	/	-11%	4%	-91%[inhibitor]	3%	?
CC1CCCC(NC(=O)CSc2ccc(F)cc2)C1C (stereo unspecified)	1%	-2%	i	4%	1%	-10%	-5%	?	2%
COc1ccc(NC(=O)C2=C(C)C(=O)OC23CCC(C)CC3)c(OC)c1 (stereo unspecified)	-5%	2%	i	3%	-24%	23%	-33%[inhibitor]	-6%	20µM*
COc1cc2c(cc1OC)CN(CC(=O)NC(=O)NC1CCCCC1)CC2	-1%	2%	i	-12%	-1%	4%	-28%	3%	3%
COc1ccc(C(CNC(=O)CCNS(=O)(=O)c2ccccc2)N2CCOCC2)cc1 (stereo unspecified)	-2%	/	i	-8%	3%	-12%	i	3%	0%
CC(C)(C)NC(=O)c1ccc2c(c1)N(CC(=O)N1CCCCC1)C(=O)C(C)(C)O2	-7%	1%	i	-1%	15%	18%	-6%	-9%	-8%
O=C(CN(C(=O)Cn1nnc(-c2cccs2)n1)c1cnc2ccccc2c1)NCC1CCCO1 (stereo unspecified)	-1%	-3%	i	1%	-14%	20%	i	4%	-20%
Cn1c2ccccc2c2cnn(CC(=O)NCCCN3CCCCC3)c(=O)c21	1%	/	/	/	2%	7%	i	10%	?
Cc1cc(NC(=O)CSc2ncc(C(=O)Nc3ccc(Cl)cc3)c(=O)n2C)no1	-4%	/	/	/	3%	-19%	-14%	-4%	0%
CCn1c(SCC(=O)Nc2oc(-c3ccccc3)c(-c3ccccc3)c2C#N)nnc1-c1cc(OC)cc(OC)c1	3%	1%	i	0%	-6%	36%	i	?	2%
O=C(O)c1cnc(-c2ccccc2)nc1-c1ccccc1	14%	-8%	i	0%	-4%	-10%	-6%	0%	-5%[0.397 µM]
COCCOC(=O)C1=C(C)NC2=C(C(=O)CC(C)(C)C2)C1c1ccc2c(c1)OCO2 (stereo unspecified)	9%	0%	i	-5%	?	5%	-2%[57.5 µM]	-9%	-13%
Cc1cccc(NC(=O)CC2NCCNC2=O)c1 (stereo unspecified)	1%	?	i	-3%	-4%	-12%	i	9%	1%
COc1ccc(-c2nc3ccccc3o2)cc1NC(=O)c1ccc(-c2ccc(Br)cc2)o1	-1%	/	/	/	4%	3%	i	10%	11%
ONC(=Nc1ccc(Cl)cc1)c1ccc(Cl)cc1	-3%	-3%	i	8%	-47%	-3%	-14%[57.5 µM]	0%	?
O=C(CC1SC(N2CCCCC2)=NC1=O)Nc1cccc(C(=O)NCc2ccccc2)c1 (stereo unspecified)	8%	2%	i	0%	-5%	30%	-4%	4%	-6%
O=C(CCNC(=O)c1ccc(Cl)cc1)Nc1cc(C(F)(F)F)ccc1N1CCOCC1	0%	/	i	13%	-16%	-17%	-11%	?	8%
CC(OC(=O)c1cccc(S(=O)(=O)N2CCCC2)c1)C(=O)c1ccccc1 (stereo unspecified)	14%	1%	i	0%	3%	11%	-16%	1%	24%
CC(C)c1ccc2occ(CC(=O)Nc3cccc(C(F)(F)F)c3)c2c1	25%	/	/	/	-17%	-12%	i	?	-19%
CC(=O)Nc1ccccc1NC(=O)COc1cccc2ccccc12	3%	-3%	i	?	-14%	21%	-22%	-19%	9%
CC(CCc1ccccc1)NC(=O)CCNS(=O)(=O)c1ccccc1 (stereo unspecified)	-6%	3%	i	-3%	0%	-5%	-6%	-10%	-3%
CC(C)(C)CC(=O)Nc1cccc2c1CCCC2	10%	1%	i	-3%	-6%	2%	i	-33%	21%

Ordered by formula weight (descending): some entries from above.
SMILES	Abeta yeast res	Mm-Cpn inhibitor	Akt phos inh	aSyn rescue	GLP1R cytotox	FUS yeast rescue	PTHR1 agonist	GLP-1R inv ag	TDP-43 yeast inh
CCn1c(SCC(=O)Nc2oc(-c3ccccc3)c(-c3ccccc3)c2C#N)nnc1-c1cc(OC)cc(OC)c1	3%	1%	i	0%	-6%	36%	i	?	2%
COc1ccc(-c2nc3ccccc3o2)cc1NC(=O)c1ccc(-c2ccc(Br)cc2)o1	-1%	/	/	/	4%	3%	i	10%	11%
COc1ccc(C(CNC(=O)CCNS(=O)(=O)c2ccccc2)N2CCOCC2)cc1 (stereo unspecified)	-2%	/	i	-8%	3%	-12%	i	3%	0%
Cc1cc(NC(=O)CSc2ncc(C(=O)Nc3ccc(Cl)cc3)c(=O)n2C)no1	-4%	/	/	/	3%	-19%	-14%	-4%	0%
CC(C)(C)NC(=O)c1ccc2c(c1)N(CC(=O)N1CCCCC1)C(=O)C(C)(C)O2	-7%	1%	i	-1%	15%	18%	-6%	-9%	-8%
Cn1c2ccccc2c2cnn(CC(=O)NCCCN3CCCCC3)c(=O)c21	1%	/	/	/	2%	7%	i	10%	?
CC(C)c1ccc2occ(CC(=O)Nc3cccc(C(F)(F)F)c3)c2c1	25%	/	/	/	-17%	-12%	i	?	-19%
ONC(=Nc1ccc(Cl)cc1)c1ccc(Cl)cc1	-3%	-3%	i	8%	-47%	-3%	-14%[57.5 µM]	0%	?
Cc1cccc(NC(=O)CC2NCCNC2=O)c1 (stereo unspecified)	1%	?	i	-3%	-4%	-12%	i	9%	1%
CC(C)(C)CC(=O)Nc1cccc2c1CCCC2	10%	1%	i	-3%	-6%	2%	i	-33%	21%

New compounds follow
SMILES	Abeta yeast res	Mm-Cpn inhibitor	Akt phos inh	aSyn rescue	GLP1R cytotox	FUS yeast rescue	PTHR1 agonist	GLP-1R inv ag	TDP-43 yeast inh
Cc1ccc(NC(=O)Cn2c(=O)n(CC(=O)NCCc3ccccc3)c(=O)c3ccccc32)cc1	-9%	/	/	/	3%	-7%	-33%[inhibitor]	15%	8%
CCOc1ccc(N2Cc3ncccc3C2=O)cc1	-2%	-1%	i	1%	4%	23%	-16%[57.5 µM]	-1%	-3%
CCOc1nc(-c2ccc(C)cc2)ccc1-c1noc(-c2ccccc2F)n1	-9%	/	/	/	10%	-11%	-15%	8%	18%
Cc1ccc(S(=O)(=O)n2nc(C)cc2N)cc1	-5%	1%	i	-5%	-1%[7.66 µM]	-12%	i	-12%[7.66 µM]	-4%[9.22 µM]
CCOc1ccc(C(=O)C(C)OC(=O)C2CCN(c3ccc(C(F)(F)F)cn3)CC2)cc1 (stereo unspecified)	-8%	-2%	i	-13%	1%	21%	-35%[inhibitor]	8.9µM*	2%
